Compound activity: PubChem, several laboratories
RGS4 inh: inhibitors of human RGS4 | P49798 | 310,000 compounds, 0.45% hits | HEK293 M3R/RGS4 inducible, Fluo-4 calcium flux; stronger effect = higher value; triggered by carbachol at its EC20 | B-score at 10 µM;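 active = B-score, a plate-corrected calcium signal, over three deviations above library mean, with baseline fluorescence within five deviations of library mean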;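 also: RGS4 expression induced by doxycycline in cells with stable M3 receptor; B-score is computed from the integrated fluorescence ratio over baseline after carbachol; higher B-score means a larger calcium signal and so more RGS4 inhibition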
Target sequence (P49798 whole entry, looked up): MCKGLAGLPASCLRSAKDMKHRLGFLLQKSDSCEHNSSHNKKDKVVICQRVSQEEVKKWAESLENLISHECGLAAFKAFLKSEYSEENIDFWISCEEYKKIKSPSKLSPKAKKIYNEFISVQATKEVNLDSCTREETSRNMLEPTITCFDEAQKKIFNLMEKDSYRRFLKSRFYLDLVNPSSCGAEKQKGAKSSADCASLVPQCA
KCNQ1 pot: potentiates or activates the human KCNQ1 potassium channel; CHO-K1 KCNQ1, thallium flux FluxOR fluorescence; stronger effect = higher value; 310,000 compounds, 0.35% hits; B-score at 10 µM;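 active = fluorescence ratio B-score, a plate-corrected score, at least three library SD, with initial intensity B-score within 5 SD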
Target sequence (P51787 whole entry, looked up): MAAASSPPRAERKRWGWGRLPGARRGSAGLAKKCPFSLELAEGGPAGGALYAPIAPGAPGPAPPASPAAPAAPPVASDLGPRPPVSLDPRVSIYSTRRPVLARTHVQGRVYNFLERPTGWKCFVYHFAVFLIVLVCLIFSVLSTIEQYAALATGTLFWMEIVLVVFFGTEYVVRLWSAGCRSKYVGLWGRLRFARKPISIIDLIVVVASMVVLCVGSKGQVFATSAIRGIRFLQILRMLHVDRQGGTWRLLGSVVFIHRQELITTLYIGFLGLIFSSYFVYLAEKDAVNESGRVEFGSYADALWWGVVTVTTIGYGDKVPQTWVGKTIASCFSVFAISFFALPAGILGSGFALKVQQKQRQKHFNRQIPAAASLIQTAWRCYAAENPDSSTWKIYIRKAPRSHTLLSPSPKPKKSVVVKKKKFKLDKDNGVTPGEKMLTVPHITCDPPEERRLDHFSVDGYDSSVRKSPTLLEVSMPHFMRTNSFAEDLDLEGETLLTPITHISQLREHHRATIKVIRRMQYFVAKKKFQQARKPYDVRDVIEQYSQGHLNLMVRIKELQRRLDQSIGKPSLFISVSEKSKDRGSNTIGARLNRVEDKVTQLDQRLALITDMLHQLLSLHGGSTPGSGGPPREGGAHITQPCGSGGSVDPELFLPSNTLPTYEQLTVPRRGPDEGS
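Test system: CHO-K1 cells stably expressing KCNQ1 / Medium: assay buffer / Also added: depolarizing K+/Tl+ stimulus, K2SO4 and Tl2SO4 each 12.5 mM in 5x stock / Incubation: 90 min dye loading and 20 min compound exposure, both at room temperature / Signal: thallium influx via FluxOR fluorescence, kinetic imaging / Evaluation: B score of baseline-normalized fluorescence ratio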
KCNK3 block: human KCNK3 channel inhibition, primary screen; CHO-KCNK3 thallium flux, FluxOR fluorescence; stronger effect = lower value; AID 602410; 340,000 compounds, 0.84% hits; O14649; B-score at 10 µM;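 active = B-score under library mean minus 4 SD, starting fluorescence ratio at most library mean plus 5 SD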;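 also: more negative B-score means stronger inhibition of thallium flux through KCNK3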
PolyA inh: blocks polyadenylation in yeast reporter cells; S. cerevisiae SKY197-pL101 polyadenylation reporter, beta-gal luminescence; efflux-impaired pdr1/pdr3 knockout yeast; score 100 = 6 SD above DMSO; calls only at 12 µM; 300,000 compounds, 0.02% hits; AID 1875;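 active = lowest replicate activity score at least 50, where 100 means six control SD above control mean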;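 also: yeast exposed to compound for 9 h at 30 °C; higher score means more reporter readthrough which indicates perturbed polyadenylation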
Dyrk1A ADPGlo: Dyrk1A (rat) kinase inhibition. Q63470. ADP-Glo luminescence, NFATc1 peptide. inhibition, % at 12.5 µM. 310,000 compounds, 0.43% hits. AID 504441; in the data active = inhibition above about 50%;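 also: plate controls were vehicle with enzyme for no effect and no enzyme for full effect; many of its hits are not listed in these tables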
RGS4 pot: RGS4 potentiation or activation | 310,000 compounds, 0.92% hits | HEK293 M3R/inducible RGS4, carbachol calcium flux Fluo4; stronger effect = lower value | B-score at 10 µM;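 active = B-score of the integrated calcium signal more than 4 SD below the library mean, with starting fluorescence not abnormally high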;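 also: negative B-score means reduced calcium response which marks RGS4 activation or potentiation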
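System: HEK293 FlpIn-TREx cells, stable M3R, doxycycline-inducible RGS4. Timing: overnight RGS4 induction, 30 min dye load 37 °C, 20 min compound RT. Also added: carbachol, ECmax concentration. Measured by: Fluo4 fluorescence kinetic imaging of calcium. Evaluation: integrated calcium ratio converted to B score.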
KCNK9 inh: human KCNK9 channel inhibition | 310,000 compounds, 1.2% hits | Q9NPC2 | B-score at 10 µM | HEK293 KCNK9, FluxOR thallium flux fluorescence; stronger effect = lower value;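 active = ratio B-score over 3 SD below the library mean, with starting fluorescence within 5 SD of its mean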;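 also: negative B-score means less thallium flux so channel inhibition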
KCNQ1 inh: inhibitors of human KCNQ1 potassium channel; P51787; CHO-K1 KCNQ1, FluxOR thallium flux fluorescence; stronger effect = higher value; B-score at 10 µM; 310,000 compounds, 1.3% hits; AID 2642;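 active = compounds whose thallium flux B-score, printed positive for inhibition, exceeds three library SD while starting fluorescence stays within three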;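 also: channel opened by potassium depolarization with thallium stimulus after 20 min compound exposure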
GSK3A inh: blocks human GSK-3 alpha kinase; inhibition, % at 10 µM; AID 2650; ADP-Glo luminescence, 60 min; 320,000 compounds, 0.1% hits; P49840;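 in the data active = inhibition above about 50%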;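 also: GST-tagged GSK-3 alpha with peptide substrate and 25 µM ATP; 0% = DMSO neutral wells and 100% = GW8510 positive control wells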
GSK3beta inhib: blocks human GSK3beta kinase activity | 300,000 compounds, 0.038% hits | activity score (negative = inhibition), % at 10 µM | GST-GSK3beta kinase, ADP-Glo luminescence, 60 min; stronger effect = lower value | AID 2097;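 active = more than half of replicate wells score below -50%, meaning over 50% inhibition versus plate controls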;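 also: 0% = median DMSO wells and -100% = median GW8510 positive control wells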
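Test system – GST-tagged human GSK3beta kinase, cell-free · Incubation – 60 min enzyme reaction, room temperature · Signal – ADP-Glo luminescence · Also added – peptide substrate and ATP at 25 µM · Controls – DMSO neutral wells and GW8510 at 20 µM as positive · Buffer or medium – Tris/MgCl2 kinase buffer · Measure – Luminescence-derived activity versus plate DMSO and GW8510 wells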
hERG protect: hERG (human) protection from proarrhythmic block; CHO-hERG, FluxOR thallium flux, dofetilide IC70 present; activation (rescue from dofetilide block), less the hit threshold, % at 10 µM; 310,000 compounds, 0.51% hits;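 active = activation above the mean of controls blocked by dofetilide plus 5 SD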;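 also: thallium influx through hERG after potassium depolarization seen as dye fluorescence rise; in these data hits start at about 4.7%; inactives centre near -7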
* = called active by the depositor; i = inactive; x = no result given. An excerpt. The share of hits here may be higher or lower than overall.

SMILES | RGS4 inh | KCNQ1 pot | KCNK3 block | PolyA inh | Dyrk1A ADPGlo | RGS4 pot | KCNK9 inh | KCNQ1 inh | GSK3A inh | GSK3beta inhib | hERG protect
C=CCOc1ccc(C2NC(=S)NC(c3ccccc3)=C2C(C)=O)cc1OC (stereo not given) | i | i | i | i | -1 | i | i | i | 0 | -3 | -8
CN(C)c1cccc2c(C=C(C#N)C#N)ccc(N(C)C)c12 | i | i | i | i | 11 | i | i | i | 3 | -1 | -8
Cn1nnnc1SCC(=O)N1CCCc2ccccc21 | i | i | i | i | 0 | i | i | i | -1 | 4 | 2
O=C(NCCc1ccccn1)c1ccc(S(=O)(=O)N2CCCCCC2)cc1 | i | i | i | i | -3 | i | i | i | 1 | 2 | -14
O=C1C=C(O)CC(c2ccco2)C1 (stereo not given) | i | i | i | i | 1 | i | i | i | -3 | 1 | -6
COc1ccccc1CCNS(=O)(=O)CCNC(=O)c1ccccc1 | i | i | i | i | -4 | i | i | i | 1 | 0 | -17
CCC1CCCCN1CCCNC(=O)C1CCN(c2ncnc3c2nc2n3CCCCC2)CC1 (stereo not given) | i | i | i | i | x | i | i | i | 6 | -2 | -5
O=S(=O)(Nc1ccc2c(c1)OCCO2)c1cccs1 | i | i | i | i | -2 | i | i | i | 0 | 1 | -3
O=C(Oc1ccc2ccccc2c1)C1CCC1 | i | i | i | i | -3 | i | i | i | 2 | 1 | -1
N#C/C=C(/N)N1CCN(c2ccc(Cl)c(Cl)c2)CC1 | i | i | i | i | 4 | i | i | i | -2 | 3 | -8
O=C1CN(S(=O)(=O)c2cccc(C(=O)O)c2)c2ccccc2N1 | i | i | i | i | 6 | i | i | i | -2 | -1 | -4
Clc1ccc(C2CC(c3cccs3)n3ncnc3N2)cc1 (stereo not given) | i | i | i | i | x | i | i | i | 4 | 3 | -8
COc1ccc(NC(=O)Nc2c(O)ccc3ccccc23)cc1 | i | i | i | i | -3 | i | i | i | 8 | 4 | -7
COc1ccc(Nc2oc(-c3ccc(Cl)cc3)nc2C#N)cc1 | i | i | i | i | -8 | i | i | i | -1 | 2 | 0
O=C(C1CCC1)N1CCN(S(=O)(=O)c2ccccc2)CC1 | i | i | i | i | 1 | i | i | i | 1 | 0 | -7
CC1(C)CC(CC(=O)Nc2nccs2)(c2ccccc2)CCO1 (stereo not given) | i | i | i | i | -7 | i | i | i | 1 | -3 | -3
CCOc1ccc(-c2n[nH]c(C)c2Oc2ccccc2OC)c(O)c1 | i | i | i | i | -3 | i | i | i | 1 | -1 | -1
CC1(C#N)c2ccccc2C(Br)=CN1C(=O)c1ccccc1 (stereo not given) | i | i | i | i | 38 | i | i | i | -4 | 2 | -12
CCOc1ccc(NC(=O)CN2CCN(C3c4ccccc4-c4ccccc43)CC2)cc1 | i | i | i | i | 0 | i | i | i | -1 | -1 | -8
CC(=O)c1ccc(NC(=O)C2CCN(S(=O)(=O)c3cccc4nonc34)CC2)cc1 | i | i | i | i | -5 | i | i | i | 0 | x | -10
CCCCSc1nnc(-c2ccccc2N)c(=O)[nH]1 | i | i | i | i | 1 | i | i | i | 1 | -1 | -2
C/C=C\C=C/C(=O)Nc1cccc(C2=NOC3(C2)C[C@H](C(N)=O)N(C(=O)c2ccc(OC)cc2)C3)c1 (stereo not given in full) | i | i | i | i | 4 | i | i | i | -3 | 2 | -4
CCOc1ccc(N=C2NC(=O)SC2CC(=O)OC)cc1 (stereo not given) | i | i | i | i | -3 | i | i | i | 0 | 0 | -5
COc1cc(NC(=O)CCc2nnc3ccc(N4CCC5(CC4)OCCO5)nn23)cc(OC)c1 | i | i | i | i | -3 | i | i | i | 0 | 1 | -7
C/C(=N\NS(=O)(=O)c1ccccc1)c1cccc(NC(=O)c2cccc(Cl)c2)c1 | i | i | i | i | 2 | i | i | i | -3 | 0 | -2
COc1ccc(C(=O)NC(=S)NCc2cccnc2)cc1OC | i | i | i | i | -4 | i | i | i | 2 | 2 | -2
CC(C)CNS(=O)(=O)c1ccc(CCC(=O)N2CCN(Cc3ccccc3)CC2)cc1 | i | i | i | i | -1 | i | i | i | 0 | 1 | -8
CCOC(=O)C1CCCN(C(=O)c2cc(S(=O)(=O)N3CCCCC3)ccc2C)C1 (stereo not given) | i | i | i | i | -9 | i | i | i | -3 | -2 | -10
Cc1ccc(-c2nc(N/N=C/c3cccc([N+](=O)[O-])c3)c3ccccc3n2)cc1 | i | i | i | i | -7 | i | i | i | -3 | x | -14
CCC(Oc1ccccc1)C(=O)Nc1ccc(S(=O)(=O)Nc2cnc3ccccc3n2)cc1 (stereo not given) | i | i | i | i | 2 | i | i | i | 0 | 4 | -3
Cc1ccccc1NC(=O)C(C)c1cccc(C(=O)c2ccccc2)c1 (stereo not given) | i | i | i | i | 0 | i | i | i | -2 | 0 | -5
CN(C)C(=O)CSc1nnc(Cc2ccc([N+](=O)[O-])cc2)o1 | i | i | i | i | -6 | i | i | i | 0 | 1 | 0
CCOc1ccc(NS(=O)(=O)c2ccc(OCC(=O)NCc3ccncc3)cc2)cc1 | i | i | i | i | -8 | i | i | i | -2 | 0 | -5
CCOc1ccccc1/C=C(/C#N)C(N)=O | i | i | i | i | 9 | i | i | i | 1 | 1 | -3
O=C(CN1C(=O)CSc2cc(S(=O)(=O)N3CCCCCC3)ccc21)NCCc1ccccc1 | i | i | i | i | -6 | i | i | i | 0 | 1 | -12
COC(=O)c1sc(NC(=O)c2ccncc2)nc1C | i | i | i | i | 3 | i | i | i | 1 | -5 | 3

Whole records, looked up by structure. Values in the order: RGS4 inh, KCNQ1 pot, KCNK3 block, PolyA inh, Dyrk1A ADPGlo, RGS4 pot, KCNK9 inh, KCNQ1 inh, GSK3A inh, GSK3beta inhib, hERG protect
CC(C)CNS(=O)(=O)c1ccc(CCC(=O)N2CCN(Cc3ccccc3)CC2)cc1 in the list: i, i, i, i, -1, i, i, i, 0, 1, -8
O=C1C=C(O)CC(c2ccco2)C1 (stereo not given) in the list: i, i, i, i, 1, i, i, i, -3, 1, -6
COc1ccccc1CCNS(=O)(=O)CCNC(=O)c1ccccc1 in the list: i, i, i, i, -4, i, i, i, 1, 0, -17

(further entries)
SMILES | RGS4 inh | KCNQ1 pot | KCNK3 block | PolyA inh | Dyrk1A ADPGlo | RGS4 pot | KCNK9 inh | KCNQ1 inh | GSK3A inh | GSK3beta inhib | hERG protect
Cc1nc(N2CCN(C(=O)c3cccs3)CC2)c2c3c(sc2n1)CCCC3 | i | i | -10* | i | 5 | i | i | i | 5 | 1 | -11
COC(=O)c1sccc1NC(=O)c1ccoc1C | i | i | i | i | x | i | i | i | -3 | 1 | -1
N#Cc1cccc(NC(=O)COC(=O)C2CCC2)c1 | i | i | i | i | 2 | i | i | i | -2 | -3 | -16
Cc1ccc2c(c1)N(Cc1cccc(C#N)c1)C=NS2(=O)=O | i | i | i | i | 5 | i | i | i | -2 | 1 | -6
CN(C)CC/C=C1/c2ccccc2Sc2c(O)cc(Cl)cc21 | i | i | i | i | 30 | -7.3* | i | i | 0 | -1 | -16
CCc1ccc(N(CC(=O)NC(C)(C)C)C(=O)CNC(=O)c2cccs2)cc1 | i | i | i | i | -1 | i | i | i | -1 | -2 | -2
CCn1c(-c2nonc2NC(=O)c2ccccc2)nc2ccccc21 | i | i | i | i | -5 | i | i | i | x | -1 | -14
NC(N)=NC(N)=Nc1cccc(Cl)c1 | i | i | i | i | -6 | i | i | i | -3 | 2 | -9
Cc1ccc(S(=O)(=O)Cc2ccc(C(=O)NCCc3ccccc3)o2)cc1 | i | i | i | i | -4 | i | i | i | 1 | 3 | -9
CCCCC(CC)C(=O)Nc1cc(=O)[nH]c2nc3ccccc3n12 (stereo not given) | i | i | i | i | 9 | i | i | i | -5 | 2 | -11
Cc1n[nH]c(=O)c2c(NC(=O)CSc3nnnn3-c3ccc(O)cc3)oc(C)c12 | i | i | i | i | 21 | i | i | i | 5 | x | -7
CCN1CCN(S(=O)(=O)c2cc(OC)ccc2OC)CC1 | i | i | i | i | -3 | i | i | i | 2 | 0 | -9
NC(=O)COc1ccc2oc(=O)cc(-c3cc4ccccc4o3)c2c1 | i | i | i | i | 10 | i | i | i | 5 | 6 | -6
Cc1cc(C)n(CC(=O)N2CCCC(N3CCN(Cc4ccc5c(c4)OCO5)CC3)C2)n1 (stereo not given) | i | i | i | i | 4 | i | i | i | 2 | -1 | -10
O=C(Nc1ccccc1F)C(=O)c1cn(CC(=O)N2CCCCC2)c2ccccc12 | i | i | i | x | x | i | i | i | 0 | 3 | -10
CCN(CC)c1ccc(/C=N/NC(=O)c2c[nH]c3ccccc23)cc1 | i | i | i | i | 1 | i | i | i | -2 | 1 | -4
Cc1ccc(OCC(=O)NNC(=O)c2cc3ccccc3o2)cc1C | i | i | i | i | 7 | i | i | i | 0 | -3 | -13
O=C(O)CCc1ccc(-c2cccs2)n1NC(=O)c1ccccc1Br | i | i | i | i | 11 | i | i | i | -1 | 2 | -13
Cc1ccc(NC(=O)C2CCN(S(=O)(=O)c3cccc4nonc34)CC2)cc1 | i | i | i | i | -2 | i | i | i | -1 | x | -13
COc1ccc(Br)cc1/C=N/NC(=O)CNC(=O)c1cccnc1 | i | i | i | i | 9 | i | i | i | 1 | -1 | -2
CC(=O)c1cc(CCC(=O)NC2CCCCCC2)oc1C | i | i | i | i | 9 | i | i | i | -5 | 6 | -4
CC(=O)Nc1ccc(S(=O)(=O)NCC2CCC(C(=O)N3CCN(c4ccccn4)CC3)CC2)cc1 (stereo not given) | i | i | i | i | -2 | i | i | i | 0 | 3 | -5
COC(=O)c1ccc(CSc2nc3ccccc3[nH]2)o1 | i | i | i | i | 3 | i | i | i | 0 | 1 | -7
COc1cc(OC)cc(C(=O)N[C@H](C(=O)Nc2ccccc2N2CCOCC2)C(C)C)c1 | i | i | i | i | 1 | i | i | i | 1 | 1 | -6
Fc1ccc(-c2nnc(Cc3ccc(Cl)cc3)o2)cc1 | i | i | i | i | -8 | i | i | i | 0 | -4 | -9
